# Screening results deposited in PubChem BioAssay by National Center for Advancing Translational Sciences (NCATS).
# Eya2 inh: qHTS Assay for Inhibitors of the Phosphatase Activity of Eya2 | Protein phosphatase EYA2 (Homo sapiens), O00167 | recombinant Eya2, OMFP fluorescence dephosphorylation (OMFP is methylfluorescein phosphate) | Potency, µM (top dose mostly 76.9 µM), for the others: at the top dose activity, negative = inhibition, actives largely listed as inhibitors | 330,000 tested, 0.006% active | AID 488837, 2010; note: potency is the fitted concentration of half-maximal effect; % is set by controls: 0 for no effect and ±100 for the full control effect
# Target sequence (O00167 whole entry, looked up): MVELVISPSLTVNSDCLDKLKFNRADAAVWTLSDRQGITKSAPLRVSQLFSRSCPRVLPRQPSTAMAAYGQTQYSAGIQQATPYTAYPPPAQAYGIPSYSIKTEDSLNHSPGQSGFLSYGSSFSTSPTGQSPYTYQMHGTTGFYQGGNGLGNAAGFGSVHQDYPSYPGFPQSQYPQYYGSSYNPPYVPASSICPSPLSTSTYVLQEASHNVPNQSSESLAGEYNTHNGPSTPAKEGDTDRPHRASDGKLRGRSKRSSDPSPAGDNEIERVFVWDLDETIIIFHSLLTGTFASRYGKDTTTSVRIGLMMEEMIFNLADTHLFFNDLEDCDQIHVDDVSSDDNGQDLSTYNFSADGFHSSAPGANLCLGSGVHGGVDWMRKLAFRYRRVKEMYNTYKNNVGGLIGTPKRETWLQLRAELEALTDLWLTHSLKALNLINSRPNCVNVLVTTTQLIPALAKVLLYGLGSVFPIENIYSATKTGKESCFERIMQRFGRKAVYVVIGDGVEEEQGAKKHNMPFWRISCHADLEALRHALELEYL
#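 Eya2 (0.2 uM) preincubated 10 min at ambient with compound, then OMFP substrate added at 50 uM; 10 min reaction in 50 mM HEPES pH 7.5, 50 mM NaCl, 5 uM MgCl2, 0.05% BSA, 1 mM DTT. Fluorescence read at Ex 485/Em 525 nm.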
# Mito fusion yeast: qHTS Assay for Small Molecule Inhibitors of Mitochondrial Division or Activators of Mitochondrial Fusion; S. cerevisiae fusion-defective mutant growth rescue, CellTiterGlo 48 h; Potency, µM (series often up to 46.1 µM), inactives show at the top dose growth rescue (activation), actives largely listed as activators; 320,000 tested, 0.23% active; AID 485298, 2010;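 note: potency is the fitted concentration of half-maximal effect; % of control where 0% means no effect; nearly all actives have a fitted effect of over 45% in size; temperature-sensitive fusion mutants such as fzo1-1 at 37 °C on non-fermentable ethanol glycerol medium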
#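 S. cerevisiae fusion-defective temperature-sensitive mutants (e.g. fzo1-1, mgm1-5) grown 48 h at 37C in YPEG (ethanol/glycerol non-fermentable) medium with 23 nl compound per well; growth rescue read as CellTiterGlo luminescence.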
# TRPV1 agonist: HTS Assay for Compounds that Act as Agonists of the Vanilloid Receptor 1 | activation, % at 8.33 µM | TRPV1-expressing cells, Fluo-8 calcium influx, agonist mode | 320,000 tested, 0.19% active | AID 540275, 2011 | Transient receptor potential cation channel subfamily V member 1 (Homo sapiens), Q8NER1; in the data active = activation above about 80%; inconclusive = between about 30% and that limit; note: 0% is about no effect
#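 TRPV1-expressing cells were cultured overnight at 35.5C and loaded with Fluo-8 calcium dye for 40 to 90 min at room temperature. After a 10 s baseline, compound was added and calcium influx was read kinetically for 3 min (ex 480/em 520 nm).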
# KCNH2 3.1 block: qHTS for Inhibitors of KCHN2 3.1: Mutant qHTS; Potassium voltage-gated channel subfamily H member 2, brain isoform KCNH2 3.1 (human); U2OS KCNH2 3.1, thallium flux FluxOr; active compounds read low; activity change, % (tested at about 1.8 µM); 340,000 tested, 0.95% active;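 active = maximum activity change below -70%; inconclusive = maximum activity change from -70% to -50%; inactive = maximum activity change above -50%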;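 note: thallium influx rate constant from kinetic fluorescence after stimulation buffer; % is set by controls: 0 for no effect and ±100 for the full control effect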
#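 Measured as rate of thallium-driven FluxOr signal in transduced U2OS cells carrying the 3.1 channel, read kinetically for 2 min upon stimulation; values are rate constants scaled to DMSO control wells.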
# TCR act: Activators of T cell receptors: qHTS campaign. 330,000 tested, under 10 active. Potency, µM (highest dose often 9.22 µM), for the others: at the top dose activation of IL-2 secretion, actives largely listed as activators. primary human leukocytes, anti-CD3, IL-2 HTRF, 48 h; note: % of control where 0% means no effect
#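 Primary human leukocytes incubated 48 hr with anti-CD3 beads plus compound, without co-stimulation. Secreted IL-2 measured by HTRF (europium cryptate/d2 anti-IL-2 pair, 320 nm excitation, 665 nm emission).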
# ELG1 DNA repair: qHTS screen for small molecules that inhibit ELG1-dependent DNA repair in human embryonic kidney (HEK293T) cells expressing luciferase-tagged ELG1 | HEK293T ELG1-luciferase reporter, luminescence, 16 h; DNA damage induced by 5-fluorouridine | Potency, µM (top dose mostly 46.1 µM), inactives show at the top dose activity change, negative = inhibition, most hits filed as inhibitors | 330,000 tested, 2.3% active | AID 504467, 2011; note: potency is the fitted concentration of half-maximal effect; % is set by controls: 0 for no effect and ±100 for the full control effect; nearly all actives have a fitted effect of over 55% in size
#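 DMSO vehicle served as the neutral condition. Each well held 2,000 cells given 5-fluorouridine plus compound; after 16 hr at 37 °C/5% CO2, ONE-Glo was added and luciferase measured 30 min later.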
# TSHR antagonist: Antagonists of the Thyroid Stimulating Hormone Receptor: HTS campaign; Thyrotropin receptor (Homo sapiens), P16473; TSHR-expressing cells, TSH-stimulated cAMP HTRF, 2 h; active compounds read low; activity change, negative = inhibition, % at 11.5 µM; 330,000 tested, 0.2% active; AID 504810, 2011;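 active = activity change below a set negative limit, meaning inhibition stronger than a set level, cut at about -70% in these data; inconclusive = activity change between two set negative limits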; note: % is set by controls: 0 for no effect and ±100 for the full control effect
#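 Freshly harvested TSHR cells receive pin-tooled compound, then EC80 TSH at 4nM final. After 2 hours at 37 deg C, antibody in lysis buffer and cAMP-d2 are added; 30 minutes at ambient temperature precede the HTRF read.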
# hERG WT inh: qHTS for Inhibitors of KCHN2 3.1: Wildtype qHTS; Voltage-gated inwardly rectifying potassium channel KCNH2 (Homo sapiens), Q12809; U2OS, BacMam KCNH2, thallium flux FluxOr; active compounds read low; activity change, % at 1.84 µM; 340,000 tested, 0.37% active;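 active = maximum activity change below -70%; inconclusive = maximum activity change between -70% and -50%; inactive = maximum activity change above -50%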; note: % is set by controls: 0 for no effect and ±100 for the full control effect
#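 U2OS cells were transduced with wild-type KCNH2 virus (2.03 x 10^8 / mL) for 4 h at room temperature, then cultured overnight at 37 C. Thallium flux was read with FluxOr dye. Rate constants were normalized to DMSO controls.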
# USP2a inh: qHTS Assay for Inhibitors of Ubiquitin-specific Protease USP2a Using CHOP2 as the Reporter; USP2 core, Ub-CHOP2 coupled fluorogenic reporter, 485/531; AID 463254, 2010; Potency, µM (titrated, usually from 38.3 µM), inactives show at the top dose activity change, negative = inhibition, usual class: inhibitors; 330,000 tested, 0.01% active; Ubiquitin carboxyl-terminal hydrolase 2 (Homo sapiens), O75604;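 note: potency is the fitted concentration of half-maximal effect; plate controls were DMSO wells for no effect and full inhibition by NEM control for full effect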
#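 USP2 core (10nM final) preincubated 30min RT with compound in 20mM Tris-HCl pH 8.0, 2mM CaCl2, 2mM beta-mercaptoethanol, 0.05% CHAPS; 25nM Ub-CHOP2 plus 25nM reporter substrate added, fluorescence (Ex485/Em531) read after 60min.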
# A-T KAP1 phos: qHTS Assay for Identifying a Potential Treatment of Ataxia-Telangiectasia; 320,000 tested, 0.19% active; […] A-T fibroblasts, KAP-1 phosphorylation AlphaLISA; neocarzinostatin DNA damage 30 min before lysis; Potency, µM (top dose mostly 57.5 µM), for inactives: top-dose activation, most hits filed as activators; note: potency is the fitted concentration of half-maximal effect; % of control where 0% means no effect; nearly all actives have a fitted effect of over 45% in size
#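 ATM-like activity read as KAP-1 phosphorylation via AlphaLISA donor/acceptor antibody pairs after lysis and 6 hr at 25C. Cells were ATM-null patient fibroblasts ([…], hTERT), dosed 60 min, then exposed to the DSB inducer NCS for 30 min.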
# * hit, by the source's call; ? = inconclusive; / = no result given; [ ] = remark or other dose. Unless noted, calls come from the whole dose curve; as a rule, active = well fitted curve in the direction sought with a large enough effect; inconclusive = small, poorly fitted or top-dose-only effect, or another doubt; inactive = no such curve, though single readings can be large; an effect the other way counts as inactive or inconclusive.
SMILES,Eya2 inh,Mito fusion yeast,TRPV1 agonist,KCNH2 3.1 block,TCR act,ELG1 DNA repair,TSHR antagonist,hERG WT inh,USP2a inh,A-T KAP1 phos
CCOc1cc(-c2sc(Nc3ccccc3)n[n+]2C)ccc1OC,-12.1%,2.2%,-0.5,0.6,16.6%,25.8%,48.0,-2.1,3.1%,4.8%
CSc1ccccc1NC(=O)COc1ccc(Cl)cc1Cl,-1.3%,8.1%,5.5,-33.0,1.8%[46.1 µM],?,-9.3,-3.7,1.1%,8.5%
Cc1ccsc1/C=N/NC(=O)C(=O)NCC(C)C,14.3%,9.3%,-0.7,4.2,0.8%,?,15.9,-2.7,2.9%,4.1%
COCCCNC(=O)C(=O)Nc1ccc2c(c1)N(S(=O)(=O)c1cccs1)CCC2,4.0%,2.8%,24.8,5.2,-7.1%,19.8%,-8.7,3.6,-1.5%,-7.0%
N#CC1(C#N)CC(C=O)=C(N)C1(C#N)CC(=O)c1ccc(F)cc1 (centres undefined),10.1%,-2.3%,6.0,10.8,2.6%,-11.3%,5.0,-14.8,?,-4.5%
COC(=O)CNC(=O)c1c(-c2c(Cl)cccc2Cl)noc1C,7.9%,-3.6%,-0.1,8.3,-1.2%,7.6%,7.1,-0.5,2.7%,-1.3%
C[C@H](CO)N1C[C@H](C)[C@@H](CN(C)S(=O)(=O)c2cn(C)cn2)Oc2ccc(NC(=O)C3CCCCC3)cc2C1=O,-3.1%,/,/,10.8,4.0%,15.2%,-0.3,-4.0,-1.1%,10.2%
CN(c1ccc(OCC(=O)N2CCOCC2)cc1)S(=O)(=O)c1ccc(F)cc1,0.7%,-4.6%,4.9,-1.6,-18.3%,-11.6%,-1.6,-13.8,-1.1%,-1.4%
CC(NC(=O)COC(=O)CCC(=O)c1ccc(Cl)cc1)c1ccccc1 (centres undefined),-9.5%,/,/,-16.6,-6.6%[46.1 µM],2.3%,-10.7,-2.5,0.2%,-2.4%
CCn1ccnc1CN(C)Cc1nc(-c2ccc3c(c2)OCO3)no1,-5.6%,-3.9%,-0.8,-1.2,8.4%,?,-3.3,-3.9,-5.9%,-0.2%
COc1ccccc1NS(=O)(=O)c1ccc(O)c(NC(=S)NCC2CCCO2)c1 (centres undefined),?,-5.4%,-0.5,-7.0,2.0%,-11.6%,-0.9,-1.8,-0.2%,2.1%
COC(=O)c1[nH]c2cc(OC)ccc2c1NC(=O)CN1CCC(C(N)=O)(N2CCCCC2)CC1,1.0%,-1.6%,10.1,5.2,0.9%[46.1 µM],-29.9%,37.4,43.9,0.3%,-0.3%
Cc1cc(C)c(NC(=O)CNC(=O)c2ccccc2SCC(=O)N2CCCC2)c(C)c1,-6.4%,4.5%,-0.1,-1.0,1.5%,?,-2.9,3.6,1.4%,1.5%
COc1ccc(-n2ccn(CC(=O)Nc3ccc(OC)cc3OC)c(=O)c2=O)cc1,-1.5%,1.3%,2.8,15.4,0.4%,0.9%,5.8,-1.5,3.1%,4.1%
CC(C)S(=O)(=O)c1csc(C(=O)NN)c1Cl,6.2%,-1.1%,16.3,2.9,-10.2%,2.9%,-0.6,4.9,-1.1%,2.6%
Cc1ccccc1C(=NC(=O)c1ccccc1)c1ccccc1,6.8%,-5.3%,14.6,1.5,7.6%,?,19.8,-3.3,-6.6%,-1.6%
CCC1CCCCN1CCCNC(=O)Cn1cnc2sc(C)c(S(=O)(=O)N3CCC(C)CC3)c2c1=O (centres undefined),-3.8%,7.3%,1.2,5.8,-1.8%,-4.1%,-4.1,7.2,4.0%,-0.6%
O=C1c2ccccc2C(=O)C12OC(c1ccccc1)C1(C(=O)c3ccccc3C1=O)C2c1cccc([N+](=O)[O-])c1 (centres undefined),-13.6%,-1.8%,-0.4,/,5.1%[46.1 µM],28.1%,-18.8,/,1.2%,-3.1%
N#CCC(=O)Nc1ccc(C(=O)OCC(=O)Nc2ccc3ccccc3c2)cc1,-12.9%,1.2%,0.8,-8.1,-0.7%,?,-1.3,-19.6,-2.1%,-1.8%
O=C(NCc1cccc(C(F)(F)F)c1)c1cccc(Cl)c1Cl,1.4%,10.6%,?,-8.2,-0.6%[46.1 µM],6.5%,-6.9,9.6,0.6%,-3.1%

# An excerpt of these results, with two lines to a compound.
# Screens in order: Eya2 inh | Mito fusion yeast | TRPV1 agonist | KCNH2 3.1 block | TCR act | ELG1 DNA repair | TSHR antagonist | hERG WT inh | USP2a inh | A-T KAP1 phos
COc1ccc(-n2ccn(CC(=O)Nc3ccc(OC)cc3OC)c(=O)c2=O)cc1
→ -1.5% | 1.3% | 2.8 | 15.4 | 0.4% | 0.9% | 5.8 | -1.5 | 3.1% | 4.1%
CC(C)S(=O)(=O)c1csc(C(=O)NN)c1Cl
→ 6.2% | -1.1% | 16.3 | 2.9 | -10.2% | 2.9% | -0.6 | 4.9 | -1.1% | 2.6%
Cc1ccccc1C(=NC(=O)c1ccccc1)c1ccccc1
→ 6.8% | -5.3% | 14.6 | 1.5 | 7.6% | ? | 19.8 | -3.3 | -6.6% | -1.6%

# New compounds follow
SMILES,Eya2 inh,Mito fusion yeast,TRPV1 agonist,KCNH2 3.1 block,TCR act,ELG1 DNA repair,TSHR antagonist,hERG WT inh,USP2a inh,A-T KAP1 phos
COC(=O)c1sc(S(=O)(=O)NCC(=O)O)c(C(=O)OC)c1C,-2.2%,8.0%,1.4,9.4,9.0%,3.4%,-6.6,-3.8,-0.2%,-3.1%
COc1ccccc1COCC(O)CN1CCCCC1CO (centres undefined),-10.2%,-0.3%,-7.4,10.2,1.0%,11.0%,2.1,-2.2,0.3%,9.1%
COC(=O)c1cccc(NC(=S)N2CCN(C)CC2)c1,7.9%,2.8%,5.9,-8.2,/,4.7%,-6.5,4.0,-1.2%,9.2%
O=C(O)/C=C/c1cn(-c2ccccc2)nc1-c1cc2ccccc2oc1=O,-11.9%,3.0%,5.8,12.7,2.9%,?,-5.8,0.8,-5.6%,5.8%
O=C1c2ccccc2C(Nc2ccccc2)N1Cc1ccc2c(c1)OCO2 (centres undefined),-0.3%,17.8%,?,4.5,-2.9%,?,-9.3,3.6,4.7%,-2.3%
Cc1cc(=O)oc2cc(OC(C(=O)O)c3ccccc3)ccc12 (centres undefined),-9.6%,9.8%,3.2,-3.9,4.5%,8.9%,-4.3,1.9,-1.2%,-11.4%
COC(=O)c1cc(S(=O)(=O)N2CCN(Cc3ccccc3)CC2)cn1C,?,-0.7%,3.3,15.2,-8.6%,2.6%,-3.3,-6.4,1.0%,6.5%
COC(=O)c1cn(NC(=O)c2ccncc2)c(=O)c2ccccc12,11.5%,-0.1%,11.9,-2.3,-3.3%,-0.3%,-1.8,2.7,3.6%,0.2%
Cc1cccc(C(C(N)=O)c2ncc(C(F)(F)F)cc2Cl)c1 (centres undefined),5.8%,10.6%,1.3,-2.5,-0.9%,-3.8%,-0.6,-16.4,1.4%,2.0%
COc1ccc(CCNC(=O)c2cc(C)oc2C)cc1,-12.9%,-4.1%,15.7,-18.1,-1.0%,0.9%,2.6,-28.9,-1.0%,-3.8%
COc1ccc(C(=O)c2ccc(CC#N)s2)cc1,1.6%,2.7%,-0.2,-3.2,-5.3%,?,-3.1,-11.1,0.2%,-0.1%
COc1ccc(C2(O)C(=O)Nc3ccc(C)cc32)cc1 (centres undefined),10.8%,0.4%,-0.5,5.2,9.0%,-3.2%,-2.9,16.9,-0.2%,10.0%
C[C@@H]1CN([C@@H](C)CO)C(=O)Cc2cc(NS(=O)(=O)c3ccccc3)ccc2O[C@H]1CN(C)Cc1ccncc1,9.1%,/,/,3.7,-5.8%,-0.6%,-4.2,3.6,3.7%,1.8%
NS(=O)(=O)c1ccc(CCNCC(=O)NCc2ccccc2Cl)cc1,2.0%,5.5%,-0.7,-18.6,6.7%,-8.2%,2.5,7.3,0.3%,-10.5%
CCN(C1CCCCC1)S(=O)(=O)c1ccc(S(=O)(=O)N2CCN(CCC#N)CC2)cc1,-0.3%,1.6%,4.8,-19.1,-3.2%,1.6%,-3.3,-1.7,2.5%,-0.6%

# An excerpt (hit frequency here may not be typical).
